# ROMK mod = ROMK potassium channel modulators, primary screen, cell-based, thallium flux, MLSMR library | Tet-inducible ROMK, thallium flux fluorescence; actives lie on both sides | B-score at 10 µM | actives 2% (n = 130,000);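 active = signal ratio slope over the read window, or its plate-corrected B-score, at least 3 SD from the plate mean, either direction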;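 note: B-score of the F/F0 ratio slope over 7 to 12 s after thallium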
# Target sequence (P48048 whole entry, looked up): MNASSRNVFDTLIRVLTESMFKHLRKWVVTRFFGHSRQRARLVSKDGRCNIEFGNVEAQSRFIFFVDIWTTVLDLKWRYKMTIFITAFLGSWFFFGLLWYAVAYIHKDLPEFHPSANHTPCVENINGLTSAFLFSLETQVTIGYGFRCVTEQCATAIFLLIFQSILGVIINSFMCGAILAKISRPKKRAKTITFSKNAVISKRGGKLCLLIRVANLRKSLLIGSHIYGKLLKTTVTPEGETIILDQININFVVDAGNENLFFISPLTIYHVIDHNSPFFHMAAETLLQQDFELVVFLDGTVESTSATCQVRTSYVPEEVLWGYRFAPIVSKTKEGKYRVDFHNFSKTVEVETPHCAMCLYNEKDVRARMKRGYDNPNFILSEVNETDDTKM
# PPARg SRC-2 ag = agonists of PPARg-SRC-2 recruitment, primary screen, biochemical, HTS; PPARgamma LBD-SRC-2 recruitment; activation, % at 8 µM; actives 0.34% (n = 200,000); Peroxisome proliferator-activated receptor gamma (Homo sapiens), P37231; in the data active = activation above about 22%;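 note: 0% = vehicle and 100% = reference agonist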
# Target sequence (P37231 whole entry, looked up, the tested form may be a part): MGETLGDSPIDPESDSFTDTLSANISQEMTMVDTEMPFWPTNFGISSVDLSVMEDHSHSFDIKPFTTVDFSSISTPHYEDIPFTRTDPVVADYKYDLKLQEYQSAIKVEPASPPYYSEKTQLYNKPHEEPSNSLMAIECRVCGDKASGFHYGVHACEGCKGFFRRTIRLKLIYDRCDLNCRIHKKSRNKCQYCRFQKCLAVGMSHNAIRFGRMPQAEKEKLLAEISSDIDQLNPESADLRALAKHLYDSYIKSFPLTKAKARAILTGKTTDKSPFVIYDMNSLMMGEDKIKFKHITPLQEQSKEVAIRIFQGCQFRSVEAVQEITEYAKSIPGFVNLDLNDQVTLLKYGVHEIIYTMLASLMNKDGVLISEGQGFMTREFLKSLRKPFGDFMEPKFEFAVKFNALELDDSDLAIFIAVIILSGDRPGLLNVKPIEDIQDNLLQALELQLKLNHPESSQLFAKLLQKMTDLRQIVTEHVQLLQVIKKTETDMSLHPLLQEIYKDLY
# STAT3 inh = IL-6 driven STAT3 reporter inhibitors, primary screen, U3A cells, luciferase, luminescence, MLSCN library | IL-6 STAT3-luciferase reporter; host cell line lacks STAT1 | actives 0.89% (n = 190,000) | inhibition, % at 5.5 µM | AID 862, 2007;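 active = inhibition above the mean inhibition across all screened compounds plus 3 SD, cut at about 44% in these data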;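 note: 0% = DMSO only wells and 100% = 100 µM nifuroxazide control wells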
# PPARg SRC-3 ag = PPARgamma agonists recruiting SRC-3 coactivator, primary screen, biochemical | Peroxisome proliferator-activated receptor gamma (Homo sapiens), P37231 | biochemical PPARgamma/SRC-3 coactivator recruitment assay | activation, % at 8 µM | actives 0.26% (n = 200,000) | AID 731, 2007; in the data active = activation above about 23%;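 note: 0% = DMSO and 100% = reference agonist; some compounds past the cut are filed as inactive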
# STAT3 activator = IL-6 driven STAT3 reporter potentiators, primary screen, U3A cells, luciferase, luminescence, MLSCN library. IL-6 STAT3-luciferase reporter; 100% = signal with IL-6 EC80 alone. activation (% of control), % at 5.6 µM. actives 0.91% (n = 190,000);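 active = activation above the screen-wide mean of compound activation plus 3 SD, cut at about 130% in these data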;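 note: 0% = background luminescence of wells with medium and substrate only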
#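 Test system: STAT3-luciferase reporter U3A cells; Detection: reporter luminescence signal; Times: 1 h compound pre-exposure, 6 h IL-6 stimulation, 37 °C; Benchmarks: IL-6-only high control; Also added: IL-6 stimulus at 33 ng/mL final.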
# PPARg SRC-1 ag = PPARgamma agonists recruiting SRC-1 coactivator, primary screen, biochemical; activation, % at 8 µM; PPARgamma-SRC-1 coactivator recruitment biochemical assay; actives 0.41% (n = 200,000); in the data active = activation above about 19%;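 note: 0% = DMSO and 100% = reference agonist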
# bIAP inh = bovine intestinal alkaline phosphatase inhibitors, primary screen, selectivity assay for TNAP inhibitor project, biochemical, bovine IAP, CDP-star luminescence; purified bovine IAP, 30 min; inhibition, % at 20 µM; 190,000 tested, under 10 active; AID 1019, 2008;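 active = over 50% inhibition of intestinal alkaline phosphatase at 20 µM in the single-dose screen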
#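 Incubation: 30 min reaction at room temperature / Material: purified bovine intestinal alkaline phosphatase (IAP) enzyme / Input: enzyme at 1/65,000,000 dilution / Dosing: 20 µM single dose / Signal: CDP-star luminescence signal / Reagent: CDP-star chemiluminescent phosphatase substrate, 30 µM final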
# SRC2 TRFRET art = TR-FRET signal artefacts, primary screen, artefact control for PPARgamma SRC-2 agonist project, biochemical; TR-FRET artefact counter-screen; stronger effect = higher value; TR-FRET ratio at 8 µM; actives 0.4% (n = 200,000); AID 1049, 2008; in the data active = TR-FRET ratio above about 2000; note: inactives centre near 1500
# bIAP activator = bovine intestinal alkaline phosphatase activators, primary screen, biochemical, bovine IAP, CDP-star luminescence; actives 0.17% (n = 200,000); purified bovine IAP, 30 min; stronger effect = higher value; fold of DMSO-control signal, blank-subtracted; alkaline phosphatase, intestinal [Bos taurus]; activation factor at 20 µM;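 active = activation factor of 2 or more at 20 µM, a signal rise over negative controls twice the positive control's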
# TNAP act hiacc = TNAP activators at high phosphate acceptor level, primary screen, biochemical, luminescence, uHTS; AID 1136, 2008; 200,000 tested, under 10 active; purified TNAP, CDP-star luminescence, 1 M DEA, 30 min; stronger effect = higher value; 0 = EDTA background, 1 = DMSO-only activity; Alkaline phosphatase, tissue-nonspecific isozyme (Homo sapiens), P05186; activation factor at 20 µM;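 active = activation factor at least 2 at 20 µM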
#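 Assay system: human TNAP; Input: enzyme diluted 1/800 final; Reagent: CDP-star luminogenic substrate at 100 µM final; Timing: 30 min, room temperature; Signal: luminescence; Evaluation: TNAP activation factor scaled between EDTA and DMSO control wells.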
# STAT1 blocker = STAT1 signaling inhibitors, primary screen, cell-based, HTS, luciferase reporter; inhibition, % at 5.5 µM; NIH 3T3 STAT1-luciferase reporter, IFN-gamma, luminescence; AID 920, 2007; actives 0.35% (n = 200,000);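 active = inhibition above a set limit, the mean inhibition across all tested compounds plus 3 SD, cut at about 34% in these data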;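 note: 0% = IFN-gamma with DMSO and 100% = IFN-gamma with 300 µM nifuroxazide; values of inactives mirror those of a sister screen read the other way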
# * marks the source's active call; other numbers are inactive results; . = not tested or not shown.
# Start of the listing, in advance, 5 compounds:
SMILES,ROMK mod,PPARg SRC-2 ag,STAT3 inh,PPARg SRC-3 ag,STAT3 activator,PPARg SRC-1 ag,bIAP inh,SRC2 TRFRET art,bIAP activator,TNAP act hiacc,STAT1 blocker
COc1ccc2c(Cl)c(C(=O)N/N=C/c3ccc4c(c3)OCO4)sc2c1,0.0496,-5.0,17.3,-6.3,90.4,1.2,5.8,1600,0.9,1,3.1
CC1(C)CC2CC(C)(CN2C(=O)C23CCC(C)(C(=O)O2)C3(C)C)C1 (centres undefined),-0.698,0.7,1.9,-8.9,102.6,-0.5,-0.1,1506,1,1,-1.3
COc1ccc(NC(=O)CNC(=O)c2c(C)nn(C)c2Cl)cc1,-0.000868,6.1,16.9,-0.5,91.0,1.5,-2.9,1779,1,1,-6.8
COCCN(Cc1cc2ccc(C)cc2n2nnnc12)Cc1nnnn1C(C)(C)C,-0.092,11.3,-3.0,16.8,105.2,0.1,6.0,1634,0.9,1,-1.7
Cc1ccccc1OCCC(=O)OCC(=O)NC(C)c1ccccc1 (centres undefined),0.684,-6.3,-0.8,-4.5,105.9,-1.7,-3.1,1387,1,1,-1.9

# The whole of this part, repeating the preview:
SMILES,ROMK mod,PPARg SRC-2 ag,STAT3 inh,PPARg SRC-3 ag,STAT3 activator,PPARg SRC-1 ag,bIAP inh,SRC2 TRFRET art,bIAP activator,TNAP act hiacc,STAT1 blocker
COc1ccc2c(Cl)c(C(=O)N/N=C/c3ccc4c(c3)OCO4)sc2c1,0.0496,-5.0,17.3,-6.3,90.4,1.2,5.8,1600,0.9,1,3.1
CC1(C)CC2CC(C)(CN2C(=O)C23CCC(C)(C(=O)O2)C3(C)C)C1 (centres undefined),-0.698,0.7,1.9,-8.9,102.6,-0.5,-0.1,1506,1,1,-1.3
COc1ccc(NC(=O)CNC(=O)c2c(C)nn(C)c2Cl)cc1,-0.000868,6.1,16.9,-0.5,91.0,1.5,-2.9,1779,1,1,-6.8
COCCN(Cc1cc2ccc(C)cc2n2nnnc12)Cc1nnnn1C(C)(C)C,-0.092,11.3,-3.0,16.8,105.2,0.1,6.0,1634,0.9,1,-1.7
Cc1ccccc1OCCC(=O)OCC(=O)NC(C)c1ccccc1 (centres undefined),0.684,-6.3,-0.8,-4.5,105.9,-1.7,-3.1,1387,1,1,-1.9
COC(=O)CSc1ncnc2c1sc1nc3c(cc12)COC(C)(C)C3,0.361,23.8*,44.2*,12.4,65.5,13.2,-10.5,1748,1.1,1,22.7
Cc1ccccc1C(=O)Nc1cccc(-c2cn3ccccc3n2)c1,-0.422,6.7,25.4,2.4,82.4,-3.8,-6.7,1709,1.1,1.1,-5.2
O=C1NN=C(c2ccc(Cl)cc2)CC1c1cccc(Br)c1 (centres undefined),-1.47,-7.2,8.7,-2.9,94.7,-1.8,-1.8,1461,1,1,-3.4
CCn1c(SCc2nc3scc(-c4ccccc4)c3c(=O)[nH]2)nnc1-c1ccc(Cl)cc1,1.73,-2.8,-4.1,0.8,107.1,-4.0,10.3,1574,0.9,0.9,-7.2
CSc1cccc(NC(=O)COc2ccccc2)c1,.,7.3,21.3,3.4,86.1,-0.9,29.1,1588,0.7,1.1,1.5
COc1cccc(/C=N/NC(=O)c2c(C)nc3ccc(Br)cn23)c1O,.,7.9,8.0,-1.3,94.7,5.6,-6.3,1542,1.1,1,-5.2
COc1ccccc1[C@@H]1C(c2cccc(Cl)c2)=NN(c2ccccc2)[C@H]1C(=O)N1CCOC1=O,0.311,5.5,1.6,-1.3,96.2,1.8,6.1,1644,0.9,1.1,2.7
O=C1CC(c2ccc(F)cc2)CC2=C1C=Nc1ccccc1N2 (centres undefined),-0.406,5.7,37.2,3.4,70.1,5.7,0.6,1552,1,1.1,9.2
CCc1nc2ccccc2n1CC(=O)N(C(C)CC)C1CCS(=O)(=O)C1 (centres undefined),0.366,2.5,4.6,-10.0,100.4,10.6,4.1,1806,1,1,6.5
COc1ccc(C(=O)Nc2ccccc2C(=O)NC(Cc2ccc(O)cc2)C(=O)NNC(=O)c2ccncc2)cc1 (centres undefined),0.245,-3.4,2.3,3.4,99.7,6.1,-31.5,1523,1.3,1,4.1
CC(/C=C/c1ccccc1)=N\NC(=O)C1CC1(C)c1ccccc1 (centres undefined),-0.414,-2.2,11.4,4.9,93.5,-1.6,16.4,1424,0.8,1,2.0
Cn1c(CNC(=O)c2ccccc2F)nnc1SCC(=O)N1CCN(c2ccccc2)CC1,0.2,-1.0,3.9,-1.4,102.2,-3.6,-6.6,1631,1.1,1.1,0.8
COc1cccc(-c2nnc(N(C)C(=O)c3ccno3)s2)c1,.,7.8,-0.1,0.9,102.4,9.8,28.6,1738,0.7,1,-16.7
C=CCn1c(-c2csc(-c3ccc(Cl)cc3)n2)n[nH]c1=S,0.04,10.2,24.1,12.6,83.8,7.1,1.3,1851,1,0.9,-2.7
Cc1cc(C)cc(NC(=O)c2ccc(CSc3nnc(C)s3)cc2)c1,.,1.5,8.8,11.3,94.2,1.3,6.4,1649,0.9,1,1.8
O=C(NCc1ccco1)C1CCCN(S(=O)(=O)Cc2ccccc2)C1 (centres undefined),-0.458,-1.1,4.1,-0.8,101.6,3.9,2.6,1309,1,1,6.9
NS(=O)(=O)c1cnccc1Nc1ccc(Cl)cc1,-0.217,-0.2,-4.7,1.2,105.0,7.0,-3.1,1518,1,0.1,-5.0
O=C(Nc1cccc2ccccc12)c1cnsn1,.,0.5,8.4,-3.5,95.6,-3.0,4.9,1422,1,1,5.0
COc1cc(OC)cc(-c2n[nH]c(=S)n2-c2cc(OC)ccc2OC)c1,2.76,7.9,16.4,3.6,90.6,4.6,-3.8,1489,1,1,-1.4
COc1ccc(C(C)=O)cc1CSc1nnc(Nc2ccccc2)s1,.,3.1,34.3,1.4,70.9,-1.6,24.6,1558,0.8,1,19.2
SMILES,ROMK mod,PPARg SRC-2 ag,STAT3 inh,PPARg SRC-3 ag,STAT3 activator,PPARg SRC-1 ag,bIAP inh,SRC2 TRFRET art,bIAP activator,TNAP act hiacc,STAT1 blocker
CC(C)(CS(=O)(=O)[O-])NC(=O)CC[N+](C)(C)CCO,.,-0.5,3.5,-11.5,100.4,0.0,5.3,1768,0.9,1,12.1
N#CCCN(CCC#N)C(=O)c1ccc2c(c1)OCO2,.,3.5,3.1,-7.0,99.0,-0.2,9.5,1489,0.9,1,4.1
O=C(Cc1cccc(C(F)(F)F)c1)NCc1ccc(Cl)cc1Cl,-1.05,-5.2,-7.2,-2.4,104.8,1.4,8.1,1444,0.9,0.9,2.0
O=C1c2ccccc2C(=O)N1CSc1nnc2c3ccccc3n(CCc3ccccc3)c2n1,.,13.2,18.3,1.0,86.2,-1.4,13.5,1555,0.9,1,-0.5
CCCCNC(=O)CC1N=C2c3ccccc3N=C(SCC(=O)Nc3cccc(OC)c3)N2C1=O (centres undefined),.,4.5,4.9,-5.4,96.4,-4.0,-3.7,1384,1,1,-9.5
CCC(CC)C(=O)OCC(=O)NC12CC3CC(CC(C3)C1)C2,-1.2,4.8,-10.1,3.0,109.5,3.4,6.3,1417,0.9,1.1,-0.3
CC1=CC(C)(C)N2C(=O)C3(C(C#N)=C(N)OC4=C3C(=O)CCC4)c3c(C)c(C)cc1c32 (centres undefined),.,6.4,12.8,14.2,91.0,18.4,4.3,1675,1,1,7.8
CCC(Sc1nc2n[nH]c(C)c2c(=N)n1-c1cccc(Cl)c1C)C(=O)N(CC)CC (centres undefined),.,1.5,15.6,-10.4,94.9,0.9,-24.5,1408,1.2,1,-1.5
CC(C)CCn1c(COc2ccccc2)n[nH]c1=S,-0.763,0.9,4.8,1.2,100.4,-0.9,28.4,1733,0.7,1.1,-5.5
Cc1occc1C(=O)N/N=C/C=C/c1ccccc1[N+](=O)[O-],0.818,-0.7,19.1,0.9,88.6,-8.4,14.8,1513,0.9,1,-15.9
COc1ccccc1CNC(=S)NC1CCCCC1,0.307,-1.0,10.3,7.2,95.1,1.5,23.6,1700,0.8,1,2.9
COc1ccc2cc(/C(C)=N/NC(=O)c3cc(-c4cccnc4)nc4ccccc34)ccc2c1,0.608,7.5,-6.6,2.4,109.2,7.0,17.9,1695,0.8,1.1,8.5
Cc1ccc(S(=O)(=O)N2CCOCC2)cc1N/N=C(\C#N)c1nc2ccccc2[nH]1,.,5.6,13.1,1.8,85.2,9.9,21.1,1783,0.8,0.9,1.2
CCOC(=O)C1(Cc2ccccc2C(F)(F)F)CCN(C(=O)c2cc(C)n(C)n2)CC1,0.402,-8.4,-4.2,1.5,105.6,-4.7,-5.4,1315,1.1,1,-36.3

# Source: PubChem (several laboratories)

# No enrichment for hits; 3.7% or so of the library scored in one or more.
